High-throughput results deposited in PubChem by several laboratories.
DAX1 inh-1 – blocks DAX1 repression of SF-1 activated StAR promoter; AID 652010; HEK293T StAR-luciferase reporter, SF-1/DAX-1 repression relief; actives 1.1% (n = 370,000); inhibition, % at 6.8 µM;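 active = inhibition above the mean over all tested compounds plus 3 SD, cut at about 3.6% in these data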;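 note: 0% = DAX-1 cells with DMSO and 100% = cells lacking DAX-1 with DMSO; higher inhibition means more luminescence from relief of DAX-1 repression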
NPR2 activator – GC-B (human) receptor activation; P20594; HEK293-GC-B cells, CNP EC30, cGMP TR-FRET; 0% at EC30 CNP, 100% saturating CNP; activation, % at 10 µM; actives 0.11% (n = 370,000); AID 1920062;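 active = activation at 10 µM reaching about 35% in either raw or pattern-adjusted values, limit read from the data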
Target sequence (P20594 whole entry, looked up): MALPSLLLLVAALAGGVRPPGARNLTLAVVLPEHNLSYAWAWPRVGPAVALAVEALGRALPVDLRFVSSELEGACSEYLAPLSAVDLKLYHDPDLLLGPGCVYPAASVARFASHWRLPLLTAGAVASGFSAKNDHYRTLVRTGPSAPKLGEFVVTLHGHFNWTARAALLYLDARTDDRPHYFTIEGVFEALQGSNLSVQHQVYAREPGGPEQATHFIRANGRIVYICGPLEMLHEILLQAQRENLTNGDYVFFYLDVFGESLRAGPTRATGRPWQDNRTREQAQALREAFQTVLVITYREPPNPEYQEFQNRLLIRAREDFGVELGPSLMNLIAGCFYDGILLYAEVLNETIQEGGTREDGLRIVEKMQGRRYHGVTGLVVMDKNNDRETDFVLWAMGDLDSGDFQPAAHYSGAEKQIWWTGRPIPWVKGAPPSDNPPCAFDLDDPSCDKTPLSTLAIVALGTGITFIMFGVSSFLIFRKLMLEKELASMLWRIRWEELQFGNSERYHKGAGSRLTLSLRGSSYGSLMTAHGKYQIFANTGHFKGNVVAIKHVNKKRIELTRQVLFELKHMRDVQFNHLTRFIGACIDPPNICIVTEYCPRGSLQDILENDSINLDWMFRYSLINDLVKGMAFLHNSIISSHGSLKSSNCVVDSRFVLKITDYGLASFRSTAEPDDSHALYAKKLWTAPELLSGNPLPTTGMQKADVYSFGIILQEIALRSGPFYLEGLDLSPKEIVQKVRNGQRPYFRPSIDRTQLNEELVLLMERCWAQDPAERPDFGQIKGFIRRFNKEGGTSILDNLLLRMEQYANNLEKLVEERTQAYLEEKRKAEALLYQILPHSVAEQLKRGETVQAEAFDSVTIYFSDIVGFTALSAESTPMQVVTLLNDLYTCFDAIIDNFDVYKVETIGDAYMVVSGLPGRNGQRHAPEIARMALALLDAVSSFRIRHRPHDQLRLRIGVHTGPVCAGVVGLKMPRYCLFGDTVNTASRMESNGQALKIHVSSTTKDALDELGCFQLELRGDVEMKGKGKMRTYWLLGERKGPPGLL
DAX1 inh-2 – NR0B1 (DAX1) inhibition; P51843; HEK293 Gal4-DAX1 luciferase reporter, luminescence; inhibition, % at 6.75 µM; actives 0.99% (n = 340,000); AID 504766;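 active = inhibition above the mean over all tested compounds plus 3 SD, cut at about 4.2% in these data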;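 note: 0% = DAX1-transfected cells with DMSO and 100% = empty-vector control cells with DMSO; inhibition shows as a rise in luminescence from relieved DAX1 repression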
ssDAF12 agonist – activates DAF-12 receptor from parasite S. stercoralis; HEK293 ssDAF-12/GRIP1 lit1-tk-luc reporter, luminescence; % of 3 µM dafachronic acid response; actives 1% (n = 370,000); activation, % at 6.8 µM;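 active = activation above the mean over all tested compounds plus 3 SD, cut at about 0.9% in these data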;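 note: 0% = DMSO-only wells and 100% = 3 µM delta7-dafachronic acid wells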
hgDAF-12 ag – hgDAF-12 agonism, primary luciferase screen. HEK293 GAL4-hgDAF12 UAS-luciferase reporter, agonist luminescence; normalized to butyrate control. activation, % at 6.8 µM. actives 1.8% (n = 370,000);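 active = activation above a cutoff set at the mean of all screened compounds plus 3 SD, cut at about 10% in these data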;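 note: 0% = DMSO wells and 100% = sodium butyrate wells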
GAA850 FXN act – frataxin GAA850 promoter activation; actives 0.56% (n = 360,000); activation, % at 6 µM; HEK293 lucGAA850 FXN promoter luciferase reporter, 24 h; percent of 10 µM SAHA response;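 active = activation above the average of all compounds screened plus 3 SD, cutoff fixed separately per campaign, cut at about 7.5% in these data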;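 note: 0% = DMSO wells and 100% = 10 µM SAHA wells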
hcDAF-12 act – H. contortus DAF-12 activation, primary screen; HEK293 hcDAF-12 lit1-tk-luc reporter, luminescence; 0% DMSO, 100% Δ7-dafachronic acid; activation, % at 6.8 µM; actives 1.4% (n = 370,000); AID 652067;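 active = activation above the mean of all tested compounds plus 3 SD, cut at about 5.5% in these data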;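 note: 100% = response to 3 µM Δ7-dafachronic acid high control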
KLK7 zymogen act – activators of human kallikrein-7 zymogen; purified proKLK7, EDANS-DABCYL substrate fluorescence; 100% is mature enzyme control, 0% vehicle; activation, % at 7 µM; actives 0.9% (n = 370,000); AID 652039;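 active = activation above the mean of all tested compounds plus 3 SD, computed per campaign excluding outliers beyond control limits, cut at about 13% in these data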
GC-A act – GC-A (human) enzyme activation; actives 0.14% (n = 370,000); activation, % at 10 µM; HEK293 GC-A cells, cGMP TR-FRET, EC30 ANP; 0% at EC30 ANP, 100% saturating ANP; P16066; in the data active = activation above about 40%
HGIII-sPLA2 inh – Inhibits HGIII-sPLA2 liposome hydrolysis, primary screen. Q9NZ20. QFRET BODIPY PC-A2 liposome hydrolysis, fluorescence. inhibition, % at 12.2 µM. actives 0.56% (n = 370,000);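 active = inhibition above mean plus 3 SD of compounds lying within the high and low control bounds, cut at about 19% in these data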;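 note: 0% = median of test compound wells and 100% = no enzyme DMSO wells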
SMARCA2 act – activators of SMARCA2 function; activation, % at 9.1 µM; MG213 cells, MMTV-luciferase reporter, dexamethasone, overnight; actives 1% (n = 370,000); in the data active = activation above about 7.8%;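 note: 0% = vehicle wells and 100% = reference activator wells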
Starred values were filed as active, the others as inactive; x = not tested or not shown.

SMILES | DAX1 inh-1 | NPR2 activator | DAX1 inh-2 | ssDAF12 agonist | hgDAF-12 ag | GAA850 FXN act | hcDAF-12 act | KLK7 zymogen act | GC-A act | HGIII-sPLA2 inh | SMARCA2 act
Cc1ccc2sc(N3CCN(CCNC(=O)c4ccco4)CC3)nc2c1C | -2.9 | -1.2 | -0.5 | -1.2 | -1.9 | 0.9 | -3.1 | 0.2 | 0.4 | 5.8 | -1.2
CCOc1ccccc1N1CCN(C(=O)c2ccc3[nH]c4c(c3c2)CCCC4)CC1 | -0.5 | 7.6 | -1.5 | -1.8 | -2.8 | 2.9 | -2.7 | 0.5 | 4.4 | -48.0 | -4.6
O=C(CNC(=S)N(CCCN1CCOCC1)Cc1cccs1)NCc1ccccc1Cl | 0.2 | -1.9 | 0.6 | -0.9 | 3.6 | -1.1 | -1.2 | -0.3 | 0.2 | -1.1 | 1.6
Cc1ccc(S(=O)(=O)N(C)CCCC(=O)n2nc(C)cc2C)cc1 | -0.3 | -2.3 | 1.7 | -1.5 | -1.1 | -1.6 | 0.0 | 0.3 | 2.4 | -7.4 | -1.4
O=C(O)c1ccc(NC(=O)c2cc3ccccc3o2)cc1 | 0.7 | -4.2 | -0.5 | -0.9 | -0.1 | 4.7 | 0.0 | -0.3 | 4.0 | -0.9 | -0.8
Cc1nccn1CC(O)COc1ccc([N+](=O)[O-])cc1 (stereo unspecified) | 0.7 | -5.3 | -0.1 | -1.3 | 0.3 | 1.0 | -0.9 | 0.6 | -2.7 | 2.6 | -2.8
CCCN=C1N(C)C[C@@H]2[C@@H]3C(=O)N(C)C(=O)[C@@H]3[C@](C)(C(=O)OC)N12 | 1.0 | -1.2 | -0.8 | -1.2 | -1.2 | 2.2 | 0.4 | 0.3 | 0.0 | -1.5 | -0.7
CCOC(=O)CNc1nc(Cl)nc(Nc2ccccc2)n1 | 0.2 | -1.4 | 2.7 | -0.3 | 6.4 | 2.7 | -0.8 | -0.6 | -0.4 | 2.0 | 4.2
Cc1cc(C)c2[nH]c(O)c(N=NC(=S)NCC3CCCO3)c2c1 (stereo unspecified) | -0.6 | -3.2 | -1.9 | -0.8 | 0.1 | -2.4 | -0.4 | 0.1 | -0.2 | 0.5 | 2.4
Cc1cc(NC(=O)c2ccc(C#N)cc2)on1 | 0.2 | -1.2 | 1.3 | -1.3 | 3.8 | 1.9 | 0.0 | 0.5 | 2.2 | 0.4 | 3.4
COC(=O)c1cc(NC(=O)CN(c2ccccc2OC)S(=O)(=O)c2ccccc2)ccc1Cl | -0.9 | -6.4 | -1.2 | -1.6 | -2.2 | -2.9 | -1.8 | -0.1 | -0.8 | -31.9 | -0.8
COc1cccc(NC(=O)c2ccc[n+](C)c2)c1 | 0.3 | -1.1 | -0.1 | -1.4 | -0.9 | -1.6 | 0.1 | -0.4 | 4.5 | -0.2 | 3.9
Cn1nc([N+](=O)[O-])nc1N1CCOCC1 | -0.3 | 3.8 | 1.0 | -1.0 | -3.4 | 2.0 | -0.2 | 0.3 | 3.8 | 0.9 | -2.5
COCCNC(=S)Nc1ccc2nc(N3CCN(C)CC3)cc(C)c2c1 | 0.1 | 3.1 | 0.0 | -1.0 | 1.7 | 1.9 | -0.6 | 2.1 | -1.1 | 1.0 | -0.5
COC(=O)[C@H]1C[C@@]2(O)CN(S(=O)(=O)c3ccc(C)cc3)C[C@@]2(OC(=O)NCc2ccccc2F)C[C@H]1C(=O)OC | 1.1 | 1.7 | 2.0 | -0.4 | -1.6 | -2.1 | 0.8 | 1.5 | 5.6 | -4.7 | -5.4
CCOCCn1c(=NC(=O)c2cc3ccccc3oc2=O)sc2cc(S(N)(=O)=O)ccc21 | 0.1 | 7.3 | 0.8 | -1.2 | 0.6 | 2.4 | 0.9 | 0.6 | 2.7 | 14.9 | -2.8
Cc1ccc(-n2ncc3c(SCc4cccnc4)ncnc32)c(C)c1 | -2.6 | 2.9 | -2.7 | -2.1 | -7.7 | -5.4 | -2.7 | 0.2 | -3.4 | -3.6 | -8.8
C=CCNC(=S)NNC(=O)c1ccc(OCCCC)cc1 | -0.7 | 5.9 | 0.8 | -1.0 | 3.0 | -1.1 | -2.2 | 0.7 | 3.2 | 12.0 | -1.1
CCn1c(CNC(=O)c2ccc3c(c2)OCO3)nnc1SCC(=O)Nc1cc(C)ccc1OC | 0.6 | -1.1 | -0.3 | -1.0 | -0.8 | -0.1 | -0.5 | 0.1 | -3.0 | -8.2 | 0.8
CCOC(=O)c1sc2nc(N3CCOCC3)c3c(c2c1N)CC(C(C)C)OC3 (stereo unspecified) | 0.2 | -10.9 | 0.8 | -1.0 | -2.1 | 1.7 | 0.0 | -1.2 | -10.8 | -1.5 | 7.0
CCOC(=O)c1c(C)[nH]c(C)c1S(=O)(=O)N(C)CC(=O)NCc1cccc(Br)c1 | -0.1 | -12.8 | -0.1 | -1.1 | -1.7 | 1.6 | -1.3 | 0.0 | -15.6 | -1.6 | -2.5
O=c1c(O)c(-c2ccc(O)c(O)c2)oc2cc(O)cc(O)c12 | 1.5 | -9.3 | 1.9 | -0.8 | 11.8* | -0.3 | -2.2 | -3.5 | 1.7 | 0.8 | -0.7
CN(C)S(=O)(=O)c1ccc(NC(=O)CN2CCC(Cc3ccccc3)CC2)cc1 | 0.5 | 0.2 | 0.4 | -1.1 | 1.7 | 0.7 | -1.8 | 0.4 | 1.2 | -20.7 | -3.9
COc1ccc(C=O)cc1-c1cc(C(C)=O)c2n(c1=O)CCC2 | -0.3 | 1.9 | x | 1.3* | 0.9 | x | -0.9 | -1.0 | 0.7 | 6.6 | -0.7
COCCCn1c(SCc2cccc(C(F)(F)F)c2)nc2cc(OC)c(OC)cc2c1=N | -0.7 | -1.1 | 4.0 | -1.6 | -2.2 | -2.6 | -1.3 | -0.8 | 2.0 | -19.8 | -0.6
CC(C)N(CC#CC(O)(c1ccccc1)c1ccccc1)C(C)C | -0.5 | -13.2 | -2.0 | -1.4 | 0.2 | 1.1 | -0.6 | -0.2 | -5.3 | -3.9 | -1.1
COc1cccc(C2=CC(=O)C[C@H](c3ccc(OC)c(OC)c3)C2)c1 | -0.9 | 0.7 | -1.5 | -2.0 | -3.9 | 2.3 | -3.8 | 0.5 | -2.5 | -6.8 | 2.4
O=C(c1ccc(N2CCOCC2)c([N+](=O)[O-])c1)N1CCN(c2ccccc2F)CC1 | -0.6 | -4.5 | -0.7 | -1.4 | -1.0 | 2.2 | -2.1 | -0.2 | 3.7 | 12.2 | -4.9
CC(C)(C)OC(=O)C[C@@H]1C/C=C\C[C@@H](CC(=O)N(CCO)Cc2ccccc2)C(=O)N2CCC[C@H]2COC1=O | 0.4 | 2.8 | 1.9 | -1.3 | -2.2 | -0.3 | -1.5 | 0.6 | -0.5 | -5.6 | 2.0
COC(=O)N/N=C(\C)c1ccco1 | -0.3 | -2.2 | x | 0.8 | -2.6 | 1.4 | -0.3 | 0.4 | 5.4 | -2.3 | -1.6
COc1ccc(Cn2c(CCC(=O)O)nc3cccnc32)cc1 | -0.6 | 12.3 | 1.3 | -0.9 | 2.0 | 0.9 | -0.5 | 0.3 | 7.8 | 1.2 | -1.9
CC[C@]12c3[nH]c4cc(CCC(=O)N(C)C)ccc4c3CCN1C(=O)[C@@H](CC(=O)NCC13CC4CC(CC(C4)C1)C3)C[C@@H]2C(=O)N1CCN(C(=O)c2ccco2)CC1 | -0.2 | -9.2 | -0.1 | -0.2 | -4.8 | -3.9 | -1.4 | 0.8 | 3.1 | -35.0 | -3.4
COc1ccccc1C(=O)N1CC2(C)CC1CC(C)(C)C2 (stereo unspecified) | -1.3 | -6.1 | -0.9 | -1.6 | 0.1 | -0.8 | -0.8 | -0.1 | -2.7 | -0.2 | -0.1
NC(=O)C(Cc1ccccc1)N1C(=O)c2ccccc2C1=O (stereo unspecified) | -0.4 | 2.5 | 0.2 | -0.9 | -2.7 | 0.3 | 1.1 | 0.2 | -6.9 | 4.5 | -1.1
CCc1ccc(NC(=O)C(=O)NCc2ccccn2)cc1 | 3.5 | 2.0 | 1.7 | -1.2 | 8.2 | 6.1 | 0.6 | 0.3 | -1.3 | 1.1 | 3.3
O=C(Nc1ccccc1)OC1CCCCc2cccnc21 (stereo unspecified) | 0.2 | -11.6 | -0.2 | 1.7* | -0.7 | 1.6 | -1.1 | 0.1 | 3.5 | 1.7 | -2.3
Cc1ccc(CN2CCN(Cc3ccc4ncccc4c3)CC2CCO)cc1 (stereo unspecified) | -0.3 | -4.8 | 0.1 | -1.3 | -0.8 | 4.1 | -1.2 | 0.2 | 1.8 | -3.9 | -1.8
Cc1c(NC(=O)CSc2ccc(Cl)cc2)cccc1-c1nc2ncccc2o1 | -0.8 | -8.0 | -0.4 | -1.4 | 2.8 | -0.7 | -1.5 | -0.4 | -25.2 | -10.4 | -2.2
CNc1nc(C)c(C#N)c(-c2ccccc2)c1C(C)=O | -0.7 | 0.9 | -1.3 | -1.8 | -1.3 | 2.9 | -2.5 | 0.4 | 4.2 | 3.0 | 0.1
COc1ccc(/C=C/C(=O)Nc2cc(S(=O)(=O)N3CCCCC3)ccc2N2CCCCC2)cc1OC | 0.1 | -1.0 | -0.3 | -1.8 | 1.1 | 1.8 | 1.2 | -0.4 | -3.7 | -2.0 | -0.7
Cc1cc(C(F)F)nn1CC(=O)NC1C(=O)N2C(C(=O)O)=C(CSc3nnnn3C)CSC12 (stereo unspecified) | -0.7 | 4.0 | 1.1 | -1.0 | -0.1 | 2.1 | -0.7 | 0.0 | -2.4 | 2.9 | 2.9
O=[N+]([O-])c1cc(C(F)(F)F)ccc1NCCc1c[nH]c2ccccc12 | -0.5 | -4.5 | -0.6 | -1.5 | 0.6 | 1.5 | -2.7 | -0.3 | -4.7 | -90.5 | -1.0
COc1ccc(-n2c(C)cc(C(=O)CN3C(=O)NC4(CCc5ccccc54)C3=O)c2C)cc1 (stereo unspecified) | -0.6 | 1.1 | -1.4 | -1.2 | -1.0 | 0.8 | -1.2 | 0.2 | -3.5 | -15.4 | -2.2
CN(C)c1nc(C(=O)OCCO)nc(N(C)C)n1 | 0.3 | 1.6 | 1.3 | -1.4 | -0.2 | 4.0 | 0.7 | 0.4 | 5.2 | 3.0 | -3.9
COC(=O)[C@]12CCCCC=C1N(Cc1ccc(Cl)cc1Cl)C(=O)[C@H](CC(=O)N1CCSCC1)C2 | -0.2 | -0.8 | x | -1.1 | -4.1 | x | -0.2 | -0.2 | -3.5 | -0.3 | 1.6

2 entries from above, set out differently:
CN(C)c1nc(C(=O)OCCO)nc(N(C)C)n1
  DAX1 inh-1 = 0.3 | NPR2 activator = 1.6 | DAX1 inh-2 = 1.3 | ssDAF12 agonist = -1.4 | hgDAF-12 ag = -0.2 | GAA850 FXN act = 4.0 | hcDAF-12 act = 0.7 | KLK7 zymogen act = 0.4 | GC-A act = 5.2 | HGIII-sPLA2 inh = 3.0 | SMARCA2 act = -3.9
Cc1cc(C(F)F)nn1CC(=O)NC1C(=O)N2C(C(=O)O)=C(CSc3nnnn3C)CSC12 (stereo unspecified)
  DAX1 inh-1 = -0.7 | NPR2 activator = 4.0 | DAX1 inh-2 = 1.1 | ssDAF12 agonist = -1.0 | hgDAF-12 ag = -0.1 | GAA850 FXN act = 2.1 | hcDAF-12 act = -0.7 | KLK7 zymogen act = 0.0 | GC-A act = -2.4 | HGIII-sPLA2 inh = 2.9 | SMARCA2 act = 2.9
